# GALK inhibitor: qHTS Assay for Inhibitors of Human Galactokinase (GALK) | 270,000 compounds, 0.007% hits | Potency, µM (series often up to 57.5 µM), for inactives: at the top dose activity change, negative = inhibition, actives largely listed as inhibitors | Purified GALK, Kinase-Glo residual ATP luminescence | AID 1868, 2009 | P51570; also: potency is read from the fitted curve at half-maximal effect; % is scaled to controls: 0 for no effect and ±100 for the full control effect
#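 Quantitative HTS: GALK 5 nM, ATP 35 uM, galactose 100 uM, 1 h room temperature, then luciferase-based ATP detection.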
# CXXC DNA block: qHTS Fluorescence Polarization Assay for Inhibitors of MLL CXXC domain - DNA interaction; Histone-lysine N-methyltransferase 2A (Homo sapiens), Q03164; MLL-CXXC / FITC-HOXA9 DNA fluorescence polarization; Potency, µM (top dose mostly 115 µM), for the others: at the top dose activity change, negative = inhibition, hits mostly inhibitors; 290,000 compounds, 0.037% hits; AID 2662, 2010; active = well fitted inhibition curve with a large enough effect in the polarisation, with a control signal flat, not every such curve was filed as active; inconclusive = small, poorly fitted or top-dose-only effect, or effect the other way, or a change in a side signal; inactive = no such curve, though single readings can be large or run the other way; the % refers to the polarisation; also: potency is read from the fitted curve at half-maximal effect
#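 Steps: dispense CXXC domain solution (7 uM) → pin compounds or unlabeled HOX-A9 DNA control → 5 min ambient → add FLSN-HOX-A9 solution (50 nM) → spin → 30 min ambient → fluorescence polarization. Tris pH 7.5/NaCl/DTT/BSA buffer.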
# PKM2 act: qHTS Assay for Activators of Human Muscle isoform 2 Pyruvate Kinase; Pyruvate kinase PKM (Homo sapiens), P14618; purified PKM2, Kinase-Glo ATP luminescence, activation; response scale: 0% is enzyme alone, no compound; Potency, µM (highest dose often 57.5 µM), without a hit: at the highest dose activation, hits mostly activators; 260,000 compounds, 0.34% hits; also: potency is read from the fitted curve at half-maximal effect; % is scaled to controls: 0 for no effect and ±100 for the full control effect; nearly all actives have a fitted effect of over 55% in size
#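 Purified hPK-M2 (>95%) run at intermediate activity with 0.1 mM ADP and 0.5 mM PEP in 50 mM imidazole pH 7.2, KCl, MgCl2; 1 h room temperature. ATP formed read by Kinase-Glo luminescence; normalized to uninhibited and no-enzyme controls.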
# TRPV1 ag: HTS Assay for Compounds that Act as Agonists of the Vanilloid Receptor 1. Transient receptor potential cation channel subfamily V member 1 (Homo sapiens), Q8NER1. TRPV1-expressing cells, Fluo-8 calcium influx, agonist mode. activation, % at 8.33 µM. 320,000 compounds, 0.19% hits; in the data active = activation above about 80%; inconclusive = between about 30% and that limit; also: 0% is about no effect
#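 TRPV1-expressing cells were cultured overnight at 35.5C and loaded with Fluo-8 calcium dye for 40 to 90 min at room temperature. After a 10 s baseline, compound was added and calcium influx was read kinetically for 3 min (ex 480/em 520 nm).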
# FBPA coupling cs: qHTS Assay for Inhibitors of Fructose-1,6-bisphosphate Aldolase from Giardia Lamblia: Coupling assay counterscreen; activity change, negative = inhibition, % at 58.2 µM, hits read low; AID 2472, 2010; 290,000 compounds, 0.67% hits; coupling enzyme system counterscreen, AmpLite Red fluorescence; in the data active = activity change below about -30%; also: % is scaled to controls: 0 for no effect and ±100 for the full control effect
#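 Final compound at 57.5 uM, incubated 10 min at RT with coupling enzyme reagent (glyceraldehyde-3-phosphate), then 20 min with substrate and AmpLite Red detection. Fluorescence read at 525/598 nm; tests interference with the coupling assay, not aldolase inhibition.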
# KCNH2 3.1 inh: qHTS for Inhibitors of KCHN2 3.1: Mutant qHTS | U2OS KCNH2 3.1, thallium flux FluxOr; active compounds read low | activity change, % (tested at about 1.8 µM) | 340,000 compounds, 0.95% hits | Potassium voltage-gated channel subfamily H member 2, brain isoform KCNH2 3.1 (human);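 active = maximum activity change below -70%; inconclusive = maximum activity change from -70% to -50%; inactive = maximum activity change above -50%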;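 also: thallium influx rate constant from kinetic fluorescence after stimulation buffer; % is scaled to controls: 0 for no effect and ±100 for the full control effect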
#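 We transduce U2OS cells with the mutant 3.1 virus, culture them overnight, load FluxOr with Red40 quencher for 45 min, then add stimulation buffer and read kinetically for 2 min to derive a normalized rate constant.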
# USP2a inh: qHTS Assay for Inhibitors of Ubiquitin-specific Protease USP2a Using CHOP2 as the Reporter | Ubiquitin carboxyl-terminal hydrolase 2 (Homo sapiens), O75604 | USP2 core, Ub-CHOP2 coupled fluorogenic reporter, 485/531 | Potency, µM (titrated, usually from 38.3 µM), without a hit: at the highest dose activity change, negative = inhibition, usual class: inhibitors | 330,000 compounds, 0.01% hits | AID 463254, 2010;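 also: potency is read from the fitted curve at half-maximal effect; plate controls were DMSO wells for no effect and full inhibition by NEM control for full effect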
#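 Deubiquitinase activity read as fluorescence (485/531 nm) after Ub-CHOP2 cleavage activates the enterokinase reporter on its substrate; USP2 core 10nM, Ub-CHOP2 and substrate 25nM each, 30min compound preincubation then 60min RT; data normalized to NEM, curves fitted.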
# Menin MLL FP TR: qHTS Assay for Inhibitors Targeting the Menin-MLL Interaction in MLL Related Leukemias: Competition With Texas Red Labeled MLL-derived Mutant Peptide; O00255; Menin + Texas Red MLL mutant peptide, fluorescence polarization; Potency, µM (titrated, usually from 61.6 µM), without a hit: at the top dose FP activity change, negative = inhibition, actives largely listed as inhibitors; 270,000 compounds, 0.23% hits; AID 1768, 2009; active = well fitted inhibition curve with a large enough effect in the polarisation, with a control signal flat, not every such curve was filed as active; inconclusive = small, poorly fitted or top-dose-only effect, or effect the other way, or a change in a side signal; inactive = no such curve, though single readings can be large or run the other way; the % refers to the polarisation; also: potency is read from the fitted curve at half-maximal effect; % of control where 0% means no effect; many of its hits are not listed in these tables
# Target sequence (O00255 whole entry, looked up): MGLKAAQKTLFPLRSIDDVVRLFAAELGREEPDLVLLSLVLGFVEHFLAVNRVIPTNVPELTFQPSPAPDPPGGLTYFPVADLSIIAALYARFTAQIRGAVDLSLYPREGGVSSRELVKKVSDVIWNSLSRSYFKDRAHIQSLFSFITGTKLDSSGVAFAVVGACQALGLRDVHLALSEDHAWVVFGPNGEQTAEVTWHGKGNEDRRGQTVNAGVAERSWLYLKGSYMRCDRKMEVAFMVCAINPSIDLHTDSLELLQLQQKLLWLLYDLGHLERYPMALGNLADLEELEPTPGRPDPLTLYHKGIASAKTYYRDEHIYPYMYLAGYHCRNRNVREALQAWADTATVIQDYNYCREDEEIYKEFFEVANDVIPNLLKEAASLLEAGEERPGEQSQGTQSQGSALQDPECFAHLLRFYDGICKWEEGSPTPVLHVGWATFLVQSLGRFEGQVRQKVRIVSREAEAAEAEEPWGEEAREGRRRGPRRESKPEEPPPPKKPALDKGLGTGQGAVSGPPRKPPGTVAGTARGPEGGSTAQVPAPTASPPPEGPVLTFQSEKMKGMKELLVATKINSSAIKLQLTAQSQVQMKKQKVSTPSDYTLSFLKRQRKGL
# B2AR arrestin: qHTS assay of beta-arrestin-biased ligands of beta2-adrenergic receptor | Potency, µM (series often up to 46.1 µM), without a hit: top-dose activation, most hits filed as activators | 330,000 compounds, 0.02% hits | beta-arrestin recruitment to beta2AR, cell-based reporter | Beta-2 adrenergic receptor (Homo sapiens), P07550;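 also: potency is read from the fitted curve at half-maximal effect; 0% = DMSO controls and full agonism = EC100 isoproterenol or metaproterenol; nearly all actives have a fitted effect of over 65% in size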
# Target sequence (P07550 whole entry, looked up): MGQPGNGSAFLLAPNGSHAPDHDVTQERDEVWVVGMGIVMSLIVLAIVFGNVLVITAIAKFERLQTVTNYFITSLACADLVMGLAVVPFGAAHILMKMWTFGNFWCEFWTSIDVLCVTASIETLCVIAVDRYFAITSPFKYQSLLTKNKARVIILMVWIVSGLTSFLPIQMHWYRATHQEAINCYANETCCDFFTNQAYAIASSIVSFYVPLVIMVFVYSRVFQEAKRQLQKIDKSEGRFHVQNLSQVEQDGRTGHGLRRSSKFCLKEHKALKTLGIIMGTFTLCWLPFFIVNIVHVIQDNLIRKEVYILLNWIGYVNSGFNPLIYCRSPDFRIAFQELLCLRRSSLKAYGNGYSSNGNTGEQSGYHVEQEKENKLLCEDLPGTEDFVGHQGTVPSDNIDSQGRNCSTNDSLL
# Giardia kill: Small Molecules that selectively kill Giardia lamblia: qHTS | Giardia lamblia trophozoite viability | activity change, % at 7.66 µM, hits read low | 340,000 compounds, 0.15% hits; in the data active = activity change below about -80%; inconclusive = between about -30% and that limit;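 also: parasites exposed to compound for two days anaerobically before the ATP read; % is scaled to controls: 0 for no effect and ±100 for the full control effect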
#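 Luminescent ATP signal served as the viability read-out, measured 15-30 min after adding ATP detection reagent to trophozoites that had been incubated with compounds for 48 hrs at 37 deg C anaerobically at 100 cells/well.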
# hERG WT inh: qHTS for Inhibitors of KCHN2 3.1: Wildtype qHTS; Voltage-gated inwardly rectifying potassium channel KCNH2 (Homo sapiens), Q12809; activity change, % at 1.84 µM; U2OS, BacMam KCNH2, thallium flux FluxOr; active compounds read low; AID 720551, 2013; 340,000 compounds, 0.37% hits;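 active = maximum activity change below -70%; inconclusive = maximum activity change between -70% and -50%; inactive = maximum activity change above -50%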; also: % is scaled to controls: 0 for no effect and ±100 for the full control effect
#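 U2OS cells were transduced with wild-type KCNH2 virus (2.03 x 10^8 / mL) for 4 h at room temperature, then cultured overnight at 37 C. Thallium flux was read with FluxOr dye. Rate constants were normalized to DMSO controls.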
# * = called active by the depositor; u = inconclusive; x = no result given; & = joins results of further samples; [ ] = another dose, or the depositor's remark. Unless noted, calls follow the shape of the dose curve; as a rule, active = well fitted curve in the direction sought with a large enough effect; inconclusive = small, poorly fitted or top-dose-only effect, or another doubt; inactive = no such curve, though single readings can be large; an effect the other way counts as inactive or inconclusive. Only part of the results is shown; count on the stated rates, not on these rows.
SMILES,GALK inhibitor,CXXC DNA block,PKM2 act,TRPV1 ag,FBPA coupling cs,KCNH2 3.1 inh,USP2a inh,Menin MLL FP TR,B2AR arrestin,Giardia kill,hERG WT inh
COc1ccccc1CC1C(=O)C2CCN1CC2 (stereo not drawn),-1%,-5%,1%,0,-1,-19,3%,-2%,0.1%,-20,4
O=C1NC(=O)N(c2cccc(Cl)c2)C(=O)/C1=C\c1ccc(Sc2nc3ccccc3[nH]2)o1,1%,u,19%,15,5,x,1%,u,-0.9%,-25,8
Clc1ccc(-c2nc3ccc(Cl)cn3c2CN2CCCCC2)cc1,8%,6%,x,u,-9,-11,-2%,u,-0.3%,2,-5
O=C(c1ccccc1)N1CCC2(CC1)OCCO2,0%,2%,0%,0,2,-8,2%,x,0.0%,0,6
CN1C(=O)N(C)C(=O)C2(Cc3cc(NC(=O)c4ccccc4)ccc3N3CCCC32)C1=O (stereo not drawn),1%,26%,x,2,-9,23,0%,6%,0.0%,-27,-18
O=C(c1ccc(CNS(=O)(=O)c2ccc(Br)cc2)cc1)N1CCC2(CC1)OCCO2,x,4%,9%,0,2,2,1%,0%,-0.7%,-11,-19
Cc1ccc2nc3c(cc2c1)CC1(C(=O)N(C)C(=O)N(C)C1=O)C1CCCCN31 (stereo not drawn),0%,-3%,-12%,2,-14,7,0%,7%,-1.5%,-14,-7
Cc1cccc(NP(=O)(Oc2ccccc2F)Oc2ccccc2F)c1C,2%,9%,-1%,25,1,-2,2%,-13%,1.0%,-14,3
COC(=O)C1=C(c2cccc(OCc3ccccc3)c2)C[C@@H]2CC[C@H]1N2C(=O)NCCCc1ccccc1,x,x,x,21,x,-33,-1%,x,-0.5%,-6,-11
COc1ccccc1CC1/C(=N/O)C2CCN1CC2 (stereo not drawn),2%,11%,-4%,0,-1,10,-1%,-1%,-0.6%,-2,0
COc1cc(C(O)CN)ccc1O (stereo not drawn),x,1%,x,-2,x,-7,3%,4%,0.0%,-12,5
COC(=O)c1cn(C(=O)c2cccc3ccccc23)c2ccccc12,x,-5%,0%,0,-6,13,-10%,x,0.1%,20,6
COC(=O)C1C2c3ccccc3OC1(C)N=c1s/c(=C/c3cnn(C)c3)c(=O)n12 (stereo not drawn),1%,-4%,-1%,2,2,-3,1%,15%,-0.2%,6,-4
CCOC(=O)C1CCN(C=C2C(=O)N(C)C(=S)N(C)C2=O)CC1,1%,5%,1%,-4,6,5,0%,5%,0.2%,-11,4
CCN(CC)CCCN=Cc1c(O)n(Cc2ccc(F)cc2)c(=O)[nH]c1=O,6%,17%,0%,0,2,-17,-1%,-9%,-1.0%,9,17
COc1cc2c3cc1Oc1cc(ccc1O)C[C@@H]1c4c(cc(OC)c(O)c4Oc4ccc(cc4)C[C@H]3N(C)CC2)CCN1C,-1%,1%,1%,6,-3,5,0%,-1%,-0.4%,0,0
CN1C(=O)C(=Cc2ccc(OCC(=O)Nc3ccccc3)cc2)C(=O)N(C)C1=O,3%,0%,20%,23,x,-4,-1%,x,-0.3%,9,-7
COc1cccc(CN2CCNCC2)c1,6%,-2%,3%[11.5 µM],-3,1,1,0%,13%,-0.7%,-16,7
COc1ccc(N=C2SCCCN2C)cc1,-1%,0%,-1%,1,0,-5,4%,-8%,-0.1%,-18,3
CC(=O)Nc1ccc(CC(=O)N2CCN(Cc3ccccc3)CC2)cc1,-1%,0%,-2%,1,3,15,-2%,0%,0.2%,3,3
CCc1cc(=O)[nH]c(SCCCF)n1,5%,-3%,4%,1,-1,-8,3%,1%,-1.0%,-14,-3
CN(C)CC1CSCCC1(O)c1ccccc1 (stereo not drawn),0%,11%,-5%,4,3,2,0%,-20%,-0.3%,-23,-7
CC(=NCc1ccco1)c1c(O)n(-c2ccc(C)cc2)c(=O)[nH]c1=O,6%,1%,-1%,x,4,10,1%,x,-0.2%,-2,-4
CSc1nnc(C2CCNCC2)n1C,0%,6%,-1%,-2,1,-12,3%,-26%,-0.3%,18,8
C=CCn1c(O)c(C(CC)=NCC2CCCO2)c(=O)[nH]c1=O (stereo not drawn),6%,-8%,7%,1,2,1,1%,x,-0.6%,-4,3
O=S(=O)(NC1CCCCC1)OCC(Cl)(Cl)Cl,x,-5%,-1%,3,2,3,1%,-3%,-1.2%,-19,-7
COc1ccc(CNC(=O)C(NC(C)=O)C(C)C)cc1OC (stereo not drawn),-2%,9%,-5%,1,1,-2,0%,u,0.2%,8,7
CC1(C)CC(=O)C(C2(O)C(=O)NC(=O)NC2=O)=C(O)C1,8%,-15%,-1%,1,-14,12,-1%,-6%,-0.3%,-8,18
CN1C(=O)N(C)C(=O)C2(Cc3c(nc4ccccn4c3=O)N3CCc4ccccc4C32)C1=O (stereo not drawn),7%,18%,5%,0,2,-11,-1%,-8%,0.0%,4,-14
C[N+]1(C)CCN(c2ccccc2)CC1,-1%,3%&6%,2%,0,0,10,5%,u,-0.7%,5,2
c1cc2c(cc1CCNC1CCCCCC1)OCO2,-2%,7%,0%,-5,3,0,3%,0%,-0.7%,-3,1
CC(C)CN1CCN(Cc2ccc(C(F)(F)F)cc2)CC1CCO (stereo not drawn),-4%,5%,2%,7,2,7,11%,x,0.1%,6,4
C=CCc1cc(OC)c2c(c1)OCO2,x,x,x,4,x,2,-1%,x,-0.4%,-5,-11
Cc1ccc(C(=O)Cn2c(-c3ccccc3)noc2=O)cc1,0%,u,4%,-2,-5,-17,0%,-6%,0.2%,-7,-13
Cc1ccc2c(c1)C1CN(C)CCC1N2C(=O)/C=C/c1ccc2c(c1)OCO2 (stereo not drawn),-3%,1%,-4%,-1,-1,x,4%,-3%,0.3%,-6,7
O=C(COC(=O)Cc1ccccc1)Nc1ccc(Cl)cn1,8%,-3%,-1%,12,0,16,-1%,12%,-0.2%,-15,9
Cn1c(O)c(/C=C/C=Nc2ccccc2)c(=O)n(C)c1=O,0%,111%[activator],-1%,14,0,1,10%,4%,0.2%,-2,-88*
C=C(C)[C@@H]1C2C(=O)O[C@H]1[C@H]1OC(=O)[C@@]34OC3C[C@]2(O)[C@@]14C (stereo partly drawn),x,x,x,-2,x,-4,2%,x,-0.5%,3,5
CN(C)C(=O)Oc1ccc(OC(=O)c2ccccc2)cc1,10%,142%[activator],-35%,2,0,5,0%,2%,0.0%,10,-6
Cc1ccc(S(=O)(=O)N2CC2(C)CCl)cc1 (stereo not drawn),-5%,57%[activator],-1%,1,1,-2,-1%,x,0.6%,-13,-4
CCCN1CCC(NC2CCC(O)CC2)CC1 (stereo not drawn),-4%,2%,-4%,3,0,7,0%,-1%,0.5%,6,-3
CC(=O)NCCc1c[nH]c2ccccc12,x,-21%&-9%,-1%,1,0&-2,6,-2%,9%,-0.2%,14,-4
CCCCn1c(O)c(C(CC)=Nc2cccc(C(=O)O)c2)c(=O)[nH]c1=O,2%,15%,-10%,-6,-5,2,1%,-3%,-0.3%,16,6
Cc1nc(SCc2c(Cl)cccc2Cl)nc(OC(=O)N(C)C)c1C,1%,-2%,0%,23,0,44,2%,x,-0.1%,-3,-2
Cc1ccc(-n2nc(C)cc2NC(=O)COc2cc(C)cc3oc(=O)c4c(c23)CCC4)cc1,2%,-18%,1%,-1,9,-13,1%,1%,-0.9%,1,-7
Cn1c(O)c(C=NC2C(=O)C3(C)CCC2C3(C)C)c(=O)n(C)c1=O (stereo not drawn),3%,-6%,-7%,6,4,0,-2%,-4%,-0.4%,-12,2

# Screens deposited in PubChem BioAssay by National Center for Advancing Translational Sciences (NCATS).
